# NIH3T3 tox: cytotoxic compounds in NIH 3T3 cells; NIH 3T3 viability, CellTiter-Glo ATP luminescence, 48-72 h; Potency, µM (highest dose often 96.7 µM), for inactives: top-dose activity change, negative = cytotoxicity, most hits filed as inhibitors; 94,000 tested, 4.3% active; further: potency means the concentration at half of the fitted maximal effect; nearly all actives have a fitted effect of over 55% in size
#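 First NIH 3T3 cells are plated at 400 cells/well; next compound is pinned in; then plates incubate 48 or 72 hr at 37 °C; finally CellTiter-Glo is added and luminescence read after 10 min.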
# Luciferase inh: blocks purified firefly luciferase enzyme activity; P08659; purified P. pyralis luciferase, luminescence, biochemical; Potency, µM (titrated, usually from 115 µM), inactives show top-dose activity change, negative = inhibition, actives largely listed as inhibitors; 76,000 tested, 2.5% active; AID 1347043; further: potency means the concentration at half of the fitted maximal effect; nearly all actives have a fitted effect of over 65% in size
# Target sequence (P08659 whole entry, looked up): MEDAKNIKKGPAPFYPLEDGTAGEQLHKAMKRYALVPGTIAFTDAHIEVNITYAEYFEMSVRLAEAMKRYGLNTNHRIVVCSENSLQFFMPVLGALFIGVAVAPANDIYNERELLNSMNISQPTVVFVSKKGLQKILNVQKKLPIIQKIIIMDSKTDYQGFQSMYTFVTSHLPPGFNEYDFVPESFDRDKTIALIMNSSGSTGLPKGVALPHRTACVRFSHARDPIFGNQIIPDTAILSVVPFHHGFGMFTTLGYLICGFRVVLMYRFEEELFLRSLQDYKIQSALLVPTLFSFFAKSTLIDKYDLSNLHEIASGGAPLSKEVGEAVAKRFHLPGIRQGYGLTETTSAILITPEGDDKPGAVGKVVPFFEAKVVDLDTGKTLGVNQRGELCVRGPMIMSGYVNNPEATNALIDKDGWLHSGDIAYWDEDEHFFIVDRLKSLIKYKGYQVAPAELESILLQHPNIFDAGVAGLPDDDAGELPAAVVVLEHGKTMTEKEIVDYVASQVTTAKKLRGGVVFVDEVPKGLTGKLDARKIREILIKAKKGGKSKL
#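 Inhibitors were tested against purified firefly luciferase in a biochemical, low-substrate format (both substrates at 10uM) and luminescence measured with a CCD imager.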
# HEK cytotox: cytotoxic compounds in HEK 293 cells | 94,000 tested, 6.6% active | AID 1345083 | Potency, µM (top dose mostly 115 µM), for inactives: at the highest dose activity change, negative = cytotoxicity, usual class: inhibitors | HEK 293 viability, ATP luminescence (CellTiter-Glo), 48-72 h; further: potency means the concentration at half of the fitted maximal effect; nearly all actives have a fitted effect of over 60% in size
#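 HEK 293 seeded at 250 cells/well receive compound via pintool. After 48 or 72 hr at 37 degree Celsius, 5% CO2 and 95% humidity, CellTiter-Glo is dispensed and luminescence read following 10 min at room temperature.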
# GPT2 inhibitor: GPT2 alanine aminotransferase inhibition | Q8TD30 | Recombinant GPT2, coupled pyruvate oxidase/HRP Amplex Red fluorescence | Potency, µM (doses to about 57.7 µM), for inactives: at the top dose activity change, negative = inhibition, hits mostly inhibitors | 100,000 tested, 0.25% active; further: potency means the concentration at half of the fitted maximal effect; nearly all actives have a fitted effect of over 60% in size; many of its hits are not listed in these tables
# Target sequence (Q8TD30 whole entry, looked up): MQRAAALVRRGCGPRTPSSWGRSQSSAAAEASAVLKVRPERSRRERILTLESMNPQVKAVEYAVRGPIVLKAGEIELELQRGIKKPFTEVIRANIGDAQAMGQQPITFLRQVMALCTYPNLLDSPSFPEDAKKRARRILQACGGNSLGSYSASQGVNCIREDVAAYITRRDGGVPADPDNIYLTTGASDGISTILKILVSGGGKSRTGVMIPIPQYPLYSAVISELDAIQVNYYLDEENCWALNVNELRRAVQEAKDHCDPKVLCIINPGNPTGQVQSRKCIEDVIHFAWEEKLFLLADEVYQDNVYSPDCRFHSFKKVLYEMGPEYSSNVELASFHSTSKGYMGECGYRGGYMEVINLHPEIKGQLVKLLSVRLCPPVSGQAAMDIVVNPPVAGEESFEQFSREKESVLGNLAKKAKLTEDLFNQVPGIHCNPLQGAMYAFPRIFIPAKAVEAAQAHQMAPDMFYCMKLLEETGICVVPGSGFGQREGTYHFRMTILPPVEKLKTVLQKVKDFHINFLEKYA
#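 Fluorescence of coupled pyruvate oxidase/HRP/Amplex Red system (50uM Amplex, 30 min, dark) reports pyruvate formed by GPT2. Enzyme reaction: 10ng/uL GPT2, 2mM L-alanine, 250uM a-KG, 30 min room temperature, pH 7.5; 50uM AOA control.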
# IP6K1 inh: inhibitors of human IP6K1 | Q92551 | activity change, % (series mostly up to about 58 µM) | IP6K1 kinase, ADP-Glo luminescence, 2 h; stronger effect = lower value | 140,000 tested, 0.81% active; in the data active means activity change below about -25%
#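 ADP-Glo luminescence measures ADP made by human IP6K1 during a 2 h RT reaction with ATP/IP6 (mix at 1.3 mM/130 uM); top library doses 57.5 and 19.1 uM final.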
# HEK293 viab: reduces viability of HEK-293 SNCA reporter cells; HEK-293-SNCA-luc viability, GF-AFC fluorescence, 24 h; Potency, µM (series often up to 57.1 µM), without a hit: top-dose activity change, negative = cytotoxicity, actives largely listed as cytotoxic; 150,000 tested, 0.12% active; AID 1671193;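 further: potency means the concentration at half of the fitted maximal effect; 0% = DMSO-treated cells and -100% = medium-only wells without cells; nearly all actives have a fitted effect of over 30% in size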
#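 Cytotoxicity counterscreen: after 24 h compound treatment of genome-edited SNCA-luciferase HEK-293 cells, live-cell protease substrate GF-AFC read by fluorescence after 30 min; activity scaled between DMSO (0%) and medium-only (-100%), curves Hill-fitted.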
# SNCA expr inhib: inhibitors of alpha-synuclein (SNCA) gene expression | HEK-293 SNCA-luciferase knock-in, luminescence, 24 h | Potency, µM (series often up to 57.2 µM), for inactives: top-dose activity change, negative = inhibition, hits mostly inhibitors | 140,000 tested, 0.17% active;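 further: potency means the concentration at half of the fitted maximal effect; plate controls were DMSO cells for no effect and cell-free wells for full effect; nearly all actives have a fitted effect of over 45% in size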
# Numbers without * were called inactive; i = inactive; ? = inconclusive; / = not tested or not shown; & = joins results of further samples; [ ] = remark or other dose. Unless noted, the call rests on the fitted dose curve; in most records, active means well fitted curve in the direction sought with a large enough effect; inconclusive means small, poorly fitted or top-dose-only effect, or another doubt; inactive means no such curve, though single readings can be large; an effect the other way counts as inactive or inconclusive. Unless noted, on the % scale 0 is the no-effect control and ±100 the full control effect. Not all compounds are listed; count on the stated rates, not on these rows.
SMILES,NIH3T3 tox,Luciferase inh,HEK cytotox,GPT2 inhibitor,IP6K1 inh,HEK293 viab,SNCA expr inhib
CNC(=O)c1cc(C)nc2onc(C3CCCN(C(=O)c4ccccc4F)C3)c12 (stereo not drawn),-26%,/,-10%,/,0,/,/
COCc1ccc2c(c1)c(OC(C)(C)C(=O)NCCc1cccnc1)nn2CCC(C)C,?,-10%[172 µM],?,1%[88.5 µM],8,-6%[87.6 µM],-25%[87.6 µM]
C=C1C(OC(C)=O)C(=O)C2C(C)(C)C(O)CCC2(C)C1CC(OC(C)=O)/C(C)=C/COC(C)=O (stereo not drawn),/,/,/,i,-2,-2%[23.9 µM],/
O=C(CSc1nc2c([nH]c3ccccc32)c(=O)n1-c1cccc(C(F)(F)F)c1)N1CCc2ccccc21,/,/,/,/,-10,15%,14%
COc1cccc(C(=O)N2CCN(c3ccc4nnc(-c5ccccc5)n4n3)CC2)c1,?,/,?,/,2,/,/
Cc1ccc(OCCN(C)Cc2cc(C#CCO)cs2)c(C)c1,?,-10%,?,-26%,4,-3%,-10%
COCCN1C(=O)c2ccccc2C(C(=O)NCCc2ccccc2)C12CCCC2 (stereo not drawn),-5%,-21%,-11%,-3%,0,-11%,67%[activator]
CC(=O)N1CCC2(CC1)OC(=O)C(C)=C2C(=O)NCc1ccc(Cl)cc1,/,/,/,/,-8,-5%,-27%
COC(=O)c1cccc(NC(=S)N[C@H]2CO[C@H]3[C@@H]2OC[C@H]3OC(=O)Nc2ccc(Oc3ccccc3)cc2)c1,?,4%,?,i,-4,-12%,-28%
Cc1cc2c(cc1C(=O)N[C@H](c1ccccn1)C1CC(O)C1)OCCO2 (stereo partly drawn),-6%,-6%,1%,2%,3,4%,4%
CCNC(=O)N(C1CC1)C1CCOC2(CCN(C(=O)Cc3ccccc3)CC2)C1 (stereo not drawn),-6%,10%,3%,i,-9,7%,-4%
Cc1cc(C)n(C(C)CC(=O)NCc2ccccc2C)n1 (stereo not drawn),/,/,/,/,5,14%,-5%
CCc1cccc(NC(=O)CCn2nc(C)cc2C)c1,/,/,/,/,-10,5%,22%
Cc1cc2c(-c3ccccc3O)nc(-c3c(C)noc3C)cc2[nH]1,?,-17%[172 µM],?,-6%[88.5 µM],-21,?,46%[activator][87.6 µM]
Cc1noc(C)c1CNC(=O)c1cc2c(s1)CCN(C(=O)c1ccc(Cl)cc1)C2,?,-2%,?,0%,4,-5%,-18%

# A few values from above:
# For SNCA expr inhib, CCc1cccc(NC(=O)CCn2nc(C)cc2C)c1 is entered as 22%
# For HEK293 viab, C=C1C(OC(C)=O)C(=O)C2C(C)(C)C(O)CCC2(C)C1CC(OC(C)=O)/C(C)=C/COC(C)=O (stereo not drawn) is entered as -2%[23.9 µM]

# Going on with the list:
SMILES,NIH3T3 tox,Luciferase inh,HEK cytotox,GPT2 inhibitor,IP6K1 inh,HEK293 viab,SNCA expr inhib
COc1cccc(NCc2nc3c(n2Cc2ccccc2)C(=O)N(CC2CC2)CCN3)c1,-28%[138 µM],0%[172 µM],?,-5%[88.5 µM],-14,-5%[87.6 µM],2%[87.6 µM]
CCNC(=O)O[C@@H]1CO[C@H]2[C@@H]1OC[C@@H]2NC(=S)Nc1cccc2ccccc12,79µM*,-20%[172 µM],71µM*,i,11,-14%[87.6 µM],-16%[87.6 µM]
CC1CCN(C(=O)c2ccccc2OCC2CCCN(C(C)C)C2)CC1 (stereo not drawn),-9%,3%,-17%,3%,21,-4%,3%
COC(=O)c1ccccc1NC(=O)c1sc2nc(C)cc(C)c2c1NC(=O)c1ccccc1OC,/,/,/,/,-30*,8%,-21%
Cc1cccc(C(=O)N2CCC3(CC2)N=C(c2ccc(Cl)cc2)NO3)c1,-16%,-19%,-15%,i,-1,21%,33%[activator]
O=C(c1cc(F)ccc1F)N1CCC(OCCOc2ccc(F)cc2)CC1,?,/,?,i,16,-10%,-15%
COc1ccccc1-c1cc(C(=O)NC2CCCC2)c2cnn(C)c2n1,?,/,?,/,2,/,/
O=C(c1cccc(Cl)c1)N1c2nc(-c3ccco3)nn2C2(CCCCC2)[C@@H]2CCCC[C@@H]21,/,/,/,/,7,-14%,-11%
COCCC(=O)N1CCC(N2C(=O)CCC2C(=O)NCc2ccccc2)CC1 (stereo not drawn),i,1%,-4%,-2%,-11,-3%,-5%
O=C(c1ccc(Cl)nc1)N1CCC(C(=O)N2CCC(N3CCOCC3=O)CC2)CC1,-12%,/,-22%,i,-6,2%,-14%
COc1ccccc1N1CCN(S(=O)(=O)c2cc3[nH]c(=O)c(=O)[nH]c3cc2C)CC1,/,/,/,/,-2,7%,9%
COCC1CN(C(=O)Cc2ccc(OC)cc2)CC12CCNCC2 (stereo not drawn),1%,3%,i,i,21,6%,-25%
Cc1ccc(N2C(=O)CS(=O)(=O)C23C(=O)N(Cc2ccc(Cl)cc2)c2ccccc23)cc1C (stereo not drawn),/,/,/,/,0,8%,-16%
Fc1ccccc1CNC1(Cc2cc(-c3ccccn3)on2)COC1,-19%[174 µM],-3%[172 µM],-11%[172 µM],1%[88.5 µM],0,0%[87.6 µM],23%[87.6 µM]
CNC(=O)c1cc(C)nc2onc(C3CCN(C(=O)c4c(C)noc4C)C3)c12 (stereo not drawn),-22%,/,-15%,/,-1,/,/

# Just Luciferase inh, HEK293 viab and NIH3T3 tox, for 5 of the compounds above:
structure | Luciferase inh | HEK293 viab | NIH3T3 tox
O=C(c1ccc(Cl)nc1)N1CCC(C(=O)N2CCC(N3CCOCC3=O)CC2)CC1 | / | 2% | -12%
CC1CCN(C(=O)c2ccccc2OCC2CCCN(C(C)C)C2)CC1 (stereo not drawn) | 3% | -4% | -9%
O=C(c1cccc(Cl)c1)N1c2nc(-c3ccco3)nn2C2(CCCCC2)[C@@H]2CCCC[C@@H]21 | / | -14% | /
Fc1ccccc1CNC1(Cc2cc(-c3ccccn3)on2)COC1 | -3%[172 µM] | 0%[87.6 µM] | -19%[174 µM]
COC(=O)c1ccccc1NC(=O)c1sc2nc(C)cc(C)c2c1NC(=O)c1ccccc1OC | / | 8% | /

# (cont.)
SMILES,NIH3T3 tox,Luciferase inh,HEK cytotox,GPT2 inhibitor,IP6K1 inh,HEK293 viab,SNCA expr inhib
Cc1cc(C[C@@H]2COC[C@@H]2NC(=O)CCCc2nc(-c3ccco3)no2)on1,-5%,-7%,i,i,-15,10%,6%
CSc1ncc(C(=O)N2CCN(c3cccc(C(F)(F)F)c3)CC2)c(C)n1,/,/,/,/,5,-3%,-5%
COCC1CN(C(C)=O)CC12CCN(C(=O)c1cncc(C)c1)CC2 (stereo not drawn),-9%,8%,i,1%,-1,-3%,23%
COc1ccccc1-c1cc(C(=O)N2CCCC2)nn2cccc12,1%,/,-21%,?,-2,-4%,77%[activator]
COCCN1C(=O)CS(=O)C12CCN(C(=O)NCCc1ccccc1)CC2 (stereo not drawn),-8%,1%,-5%,5%,-7,10%,-15%
Cc1ccc(NC(=O)CN2C(=O)NC(c3ccc(Cl)cc3)C3=C2COC3=O)c(C)c1 (stereo not drawn),?,-7%,?,0%,19,-15%,-9%
Cn1cc(CNC(=O)C[C@@H]2C[C@H]3O[C@H](CNC(=O)Nc4cccc(Cl)c4)[C@@H](O)[C@H]3O2)cn1,3%,-4%,i,-3%,7,1%,11%
Cc1cc(C)n(CCC(=O)N2CCCC(c3nnnn3-c3ccccc3)C2)n1 (stereo not drawn),-28%,/,-3%,i,7,3%,24%
COc1cc(OC)cc(-c2nc3nc(C)c(CCC(=O)Nc4ccc(C)cc4C)c(C)n3n2)c1,/,/,/,/,10,10%,18%
COc1cccc(CNC(=O)C2CCN(C(=O)c3ncn4c3COC(c3ccc(C)cc3)C4)CC2)c1 (stereo not drawn),-1%,?,3%,i,-10,16%,19%
OC1CC(c2cc(N3CCc4c(Cl)cccc4C3)ncn2)C1 (stereo not drawn),?,1.3µM*,?,-28%,1,-7%,9%
CC1=C[C@@H](CNC(=O)Nc2cccc(C#N)c2)[C@H](C(C)C)C[C@H]1CC(=O)NCc1ccccn1,?,0%,?,-7%,13,-15%,-3%
COc1ccc(C(=O)NCc2nnc3ccc(-c4ccc(C)c(C)c4)nn23)c(OC)c1,-41%,7%,?,i,-13,-24%,-17%
COc1cccc(CNC(=O)c2c(C)oc3nc(C)nc(N4CCOCC4)c23)c1,/,/,/,/,4,-2%,21%
Cc1ccc(C(=O)N2CCC3(CC2)N=C(c2cccc(Br)c2)NO3)cc1,16µM*,5%,?,5%,-13,-3%,15%
NC(=O)c1cccc(-c2ncc3c(n2)OCCN(Cc2ccc(F)cc2F)C3=O)c1,?,4%[172 µM],?,3%[88.5 µM],-3,-7%[87.6 µM],1%[87.6 µM]
Cc1ccc(C(=O)N2CCC(C(=O)N3CCC4(CC3)CC(=O)Nc3ccccc3O4)CC2)cc1,-8%,/,?,i,30,-3%,-11%
Cc1csc(NC(=O)c2nc(C(O)c3ccccc3)oc2C)n1 (stereo not drawn),79µM*,-1%[172 µM],?,0%[88.5 µM],-5,-1%[87.6 µM],?
N#CC1(c2cccc(C(=O)Nc3cc(Oc4ccc5nc(NC(=O)C6CC6)sc5n4)ccc3F)c2Cl)CC1,/,/,/,-17%&-1%,-1,?,?
Cc1cc(C(=O)NCc2cccnc2N2CCCC(O)C2)c(C)o1 (stereo not drawn),-5%,-5%,7%,3%,-3,5%,14%
COc1ccccc1NC(=O)Cn1c(-c2ccc(F)cc2)nc(C)c(CCO)c1=O,-2%,2%,?,1%,-14,0%,27%
CCOC(=O)C1(Cc2ccccc2)CCCN(S(=O)(=O)c2ccc(OC)c(OC)c2)C1 (stereo not drawn),-29%,-3%,?,-17%,8,-3%,-3%
Cc1nc(C2CC2)ncc1C(=O)N(C/C=C/c1ccccc1)C1CC1,?,1%,?,-8%[11.5 µM],20,1%,-11%
O=C(c1ccccc1-c1ncn[nH]1)N1CCn2nc(Cc3ccccc3)cc2C1,-30%,6%,-15%,i[11.5 µM],6,0%,-2%
Cn1ncc(N2CCC(NC(=O)CCC3CCCC3)CC2)cc1=O,-8%,2%,-1%,-2%,34,-4%,-3%
COc1ccccc1-c1ccc(CN2CCCCC2C(=O)NCc2cccc(Cl)c2)cc1 (stereo not drawn),?,/,22µM*,/,22,/,/
CS(=O)(=O)N1C[C@@H]2C[C@H]1C(=O)N(Cc1ccc(OC(F)(F)F)cc1)c1ccccc1O2,-17%,1%,-15%,-10%,16,3%,12%
COc1cc(OC)nc(N2C[C@H]3OC(=O)N(Cc4ccccc4OC)[C@H]3C2)n1,?,0%,?,-12%,6,-2%,-19%
CC(=O)NC1=NN(C(C)=O)C(C)(c2ccccc2)S1 (stereo not drawn),/,/,/,3%,-4,-16%,/
Cc1ccccc1CSc1nc(-c2cccc(F)c2)nc2c1Cc1c(CO)cnc(C)c1O2,/,/,/,/,9,-3%,10%
COC1C(=O)N(C2CCN(C(=O)NC3CCCCC3)CC2)C12CCOCC2 (stereo not drawn),i,4%,-5%,i,-16,1%,-9%
COC(O)(CC(C)C)C1Oc2cc(C)[nH]c(=O)c2O1 (stereo not drawn),/,/,/,i,4,0%,/

# Bioassay records (PubChem)
